Screening results as filed in PubChem.
NCF1 inh: inhibitors of human p47phox binding; inhibition, % at 24.7 µM; AID 1274; 220,000 compounds, 0.53% hits; P14598; p47phox/p22phox peptide binding, fluorescence polarization, 2 h;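 active = inhibition above about 30%, limit read from the data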;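 also: 0% = p47phox with labelled peptide and 100% = labelled peptide alone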
Target sequence (P14598 whole entry, looked up): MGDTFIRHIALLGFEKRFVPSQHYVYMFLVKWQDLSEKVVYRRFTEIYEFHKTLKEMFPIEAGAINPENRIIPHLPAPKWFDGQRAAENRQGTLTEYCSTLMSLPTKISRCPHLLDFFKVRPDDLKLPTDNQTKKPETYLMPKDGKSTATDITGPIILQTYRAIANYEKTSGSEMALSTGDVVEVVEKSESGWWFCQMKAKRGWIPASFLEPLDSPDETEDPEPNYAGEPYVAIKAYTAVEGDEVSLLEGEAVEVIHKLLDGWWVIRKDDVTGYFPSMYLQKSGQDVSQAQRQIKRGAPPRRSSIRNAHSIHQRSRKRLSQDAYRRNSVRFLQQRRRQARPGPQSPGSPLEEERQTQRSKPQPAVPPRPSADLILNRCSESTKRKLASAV
TbHK1 inh: T. brucei hexokinase 1 inhibition. inhibition, % at 10 µM. recombinant TbHK1, G6PDH-coupled NADH A340. AID 1430. 220,000 compounds, 0.11% hits;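 active = inhibition of 50% or more in the single-dose primary screen; inactive = inhibition below 50%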
Hck Nef HTS: human Hck-Nef kinase inhibition; P08631; Recombinant Hck-YEEI plus Nef, Z-Lyte FRET kinase assay; inhibition, % at 20 µM; 220,000 compounds, 0.68% hits; AID 463187;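 active = Hck-Nef kinase inhibition above about 50%, limit read from the data; inactive = inhibition below that limit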;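 also: 0% = DMSO with Hck plus Nef and 100% = Hck alone without Nef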
Runt-CBFb FRET: Runt domain-CBFb interaction inhibition; inhibition, % at 20 µM; Cerulean-Runt/Venus-CBFb FRET ratio 530/480, 1 h; 220,000 compounds, 0.46% hits;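 active = inhibition over about 50% at 20 µM in the single-dose screen, limit read from the data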;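 also: 0% = DMSO wells and 100% = excess unlabeled CBFb competitor control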
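Schedule: protein complex preformed 1 h, compound exposure 1 h, room temperature, dark; test system: Cerulean-labeled Runt domain protein; amount: 100 nM per protein; buffer or medium: Tris 50 mM pH 7.5, KCl, K2SO4, 0.01% BSA; read-out: loss of energy transfer signal; detection: FRET fluorescence; controls: 5 µM unlabeled CBFb as full-inhibition high control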
Runt-SMMHC FRET: Runt domain-CBFb-SMMHC interaction inhibition. Cerulean-Runt/Venus-CBFb-SMMHC FRET ratio 530/480, 1 h. inhibition, % at 20 µM. 220,000 compounds, 0.74% hits. AID 1434;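 active = mean inhibition across duplicate retests at 20 µM reaching about 50%, limit read from the data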;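 also: 0% = DMSO wells and 100% = wells with excess untagged CBFb-SMMHC; inhibitors lower the FRET ratio by blocking Runt binding to CBFb-SMMHC; some results filed as inactive read as strong as hits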
L929 necroptosis: blocks zVAD induced death of L929 cells; L929 zVAD necroptosis rescue, ATP luminescence, 24 h; with zVAD 60 µM; viability rescue, % at 10 µM; 220,000 compounds, 0.38% hits; AID 1377;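 active = activation, scaled between plate controls, above about 75%, limit read from the data; inactive = activation under that limit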;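 also: 0% = zVAD with DMSO and 100% = DMSO alone without zVAD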
Mdm2 ligase inh: Mdm2 E3 ligase (human) inhibition | signal enhancement, % at 5 µM | Q00987 | cell-based MDM2 ubiquitination luciferase reporter, 2 h; 0 = plate control, 100 = twice control, blank-subtracted | 210,000 compounds, 0.11% hits;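 active = signal enhancement of 30% or more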;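 also: luminescence tracks abundance of the self-degrading MDM2-luciferase fusion protein; higher signal means inhibition of MDM2 E3 ligase activity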
Target sequence (Q00987 whole entry, looked up, the tested form may be a part): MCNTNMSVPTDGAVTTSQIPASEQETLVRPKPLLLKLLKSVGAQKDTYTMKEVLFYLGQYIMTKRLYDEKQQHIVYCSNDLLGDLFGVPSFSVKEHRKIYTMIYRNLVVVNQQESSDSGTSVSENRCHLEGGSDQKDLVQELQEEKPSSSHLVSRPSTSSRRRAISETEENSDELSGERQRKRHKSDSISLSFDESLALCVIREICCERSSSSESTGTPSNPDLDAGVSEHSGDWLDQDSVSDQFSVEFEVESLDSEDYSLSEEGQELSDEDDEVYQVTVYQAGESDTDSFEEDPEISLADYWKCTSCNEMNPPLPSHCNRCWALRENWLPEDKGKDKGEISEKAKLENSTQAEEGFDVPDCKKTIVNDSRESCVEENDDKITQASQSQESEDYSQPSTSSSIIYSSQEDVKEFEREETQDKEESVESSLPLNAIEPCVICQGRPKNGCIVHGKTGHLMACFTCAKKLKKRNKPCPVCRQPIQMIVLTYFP
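Test system: mammalian cells stably expressing self-ubiquitinating, self-degrading MDM2 E3–luciferase fusion; Amount: 2000 cells in each well; Medium: DMEM; Schedule: 4 h settle plus 2 h compound, 37 °C; Technique: SteadyLite luciferase luminescence after 15 min room-temperature reagent incubation; Benchmarks: plate control and blank wells.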
14-3-3 Bad inh: disrupts binding of bovine 14-3-3 zeta to phospho-Bad peptide; P63103; TR-FRET 14-3-3zeta/Dy647-pBad peptide displacement, 1 h; inhibition, % at 21.7 µM; 220,000 compounds, 0.71% hits; AID 781;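 active = inhibition above about 70%, limit read from the data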;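 also: 0% = full 14-3-3 plus peptide FRET controls and 100% = background without 14-3-3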
Target sequence (P63103 whole entry, looked up): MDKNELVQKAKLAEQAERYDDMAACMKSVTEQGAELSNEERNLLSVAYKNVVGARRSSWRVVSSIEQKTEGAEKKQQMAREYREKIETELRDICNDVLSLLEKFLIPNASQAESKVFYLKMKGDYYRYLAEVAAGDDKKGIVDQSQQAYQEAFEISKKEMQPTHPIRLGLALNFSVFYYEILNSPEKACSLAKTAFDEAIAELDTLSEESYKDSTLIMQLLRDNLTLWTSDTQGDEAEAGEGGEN
EBV gp42 inh: inhibitors of Epstein-Barr virus glycoprotein 42; Q1HVG2; Fluorescence polarization binding assay, mP read-out; inhibition, % (tested at 21.74 µM); 220,000 compounds, 0.42% hits; in the data active = inhibition above about 50%
* hit, by the source's call; x = not tested or not shown; [ ] = remark or other dose. This is a random part of the collection; about 3.2% have a hit in one of these screens.

The line under a structure holds: EBV gp42 inh, Mdm2 ligase inh, Hck Nef HTS, Runt-CBFb FRET, 14-3-3 Bad inh, Runt-SMMHC FRET, NCF1 inh, L929 necroptosis, TbHK1 inh
COc1cc(C2=NOC(C(=O)Nc3ccc(C(C)=O)cc3)C2)cc(OC)c1OC (centres undefined)
    -14, x, 2, 1, -7[fluorescence artefact?], 2, -5, -0.1, 5
O=C(Nc1cc(C(F)(F)F)ccc1N1CCOCC1)c1ccco1
    -8, 1, 6, -2, -6, 1, -11, 0.5, 0
Nc1c(C(=O)NCC2CCCO2)sc2nc3c(c(-c4ccco4)c12)CC/C3=C\c1ccco1 (centres undefined)
    98*, 7, 88*, 29, 2, -3, 14, 4.9, -14
Cc1ccc(NC(=O)CN(C)S(=O)(=O)c2cccs2)cc1F
    3, -26, 1, -1, -5, 0, -2, 0.6, -1
CCOC(=O)/C(C#N)=c1/s/c(=C2\C=Cc3ccccc3N2CC)c(=O)n1CC
    -8, 1, 3, -1, -11[fluorescence artefact?], 3, -195, -0.3, -2
CCOC(=O)C1=C(C)NC(SCC(=O)OC)=C(C#N)C1c1ccc(C(=O)OC)cc1 (centres undefined)
    -19, 6, 1, -2, 11, 3, 0, -0.3, -9
O=C(Nc1ccccc1)N1CCCN(Cc2c(F)cccc2Cl)CC1
    -18, -1, 8, 0, 0, 0, 0, 1.0, -5
CCCOc1ccccc1C(=O)N(Cc1ccco1)C1CCS(=O)(=O)C1 (centres undefined)
    -10, -5, 3, 0, -5[fluorescence artefact?], 4, -8, 0.1, 47
O=C(NCCc1ccccn1)/C(=C/c1ccco1)NC(=O)c1ccccc1
    3, -6, 21, x, -7, x, 1, 0.9, -4
Cc1ccc(S(=O)(=O)N(C)C)cc1NC(=O)CN1CCN(Cc2ccccc2)CC1
    -15, 5, 21, 0, -11, 5, -8, 1.3, 1
CCN(CC(=O)NC1CCCC1)S(=O)(=O)c1ccc(C)cc1
    -6, -1, -6, -2, 12, 0, -5, 0.3, -3
COc1ccc(C(=O)Nc2ccc(S(=O)(=O)Nc3cc(C)nc(C)n3)cc2)c(OC)c1
    6, -16, 1, 1, -4, 2, 0, 0.1, -5
Cc1cc(C)c(-n2c(C)cc(/C=C3/NC(=O)NC3=O)c2C)c(C)c1
    -11, -4, 2, x, -19[fluorescence artefact?], 1, -24, -0.3, -6
Cc1cc(/C=C(\C#N)C(=O)O)c(C)n1CC(C)C
    4, -12, 2, 0, -2[fluorescence artefact?], 0, 5, 0.4, -40
COc1ccc(/C=N/N=C2/NC(=O)C(c3ccccc3)(c3ccccc3)S2)cc1
    -6, -2, 11, -15, 6, -2, 4, -0.3, -33
CC(C)Oc1cc2oc(=O)c3c(c2cc1Cl)CCC3
    -2, -18, 3, -1, 3, 6, 2, 0.2, 5
Cc1ccc(NC(=O)CSc2ccccc2NC(=O)c2ccccc2)cc1Cl
    -3, 1, 5, 1, 14[fluorescence artefact?], -4, -2, 0.5, -10
O=C(CCN1CCc2ccccc2CC1)c1ccc2c(c1)OCCO2
    -22, 8, 0, 3, -4, 1, -19, 0.4, -23
NNc1nc(Nc2ccccc2)nc(N2CCCCC2)n1
    -10, x, -20, 1, -12, 2, 23, -0.2, 18
C=CCn1c(SCC(=O)N2CCc3ccccc3C2)nc2sc(C)cc2c1=O
    2, -12, 1, -4, 10, -3, -5, -0.2, -6
Cc1ccc(N2C(=O)C(Cc3ccccc3)NC2=S)cc1 (centres undefined)
    -12, -4, 1, 1, -5[fluorescence artefact?], 2, -8, -0.4, -3
Cc1cc([N+](=O)[O-])nn1CCCC(=O)O
    -14, -15, 3, 0, -4, 0, -3, -0.3, -10
O=C(Nc1cccc(F)c1)c1c(F)c(F)c(F)c(F)c1F
    -9, -9, 12, 1, 13, -1, -3, 0.3, 8
C/C(=N\NC(=O)COc1ccc(C(C)(C)C)cc1)c1ccc(OC(F)F)cc1
    6, 3, 2, -5, 2, -1, 4, 6.3, 3
Cc1ccc(Cn2c(=O)n(Cc3ccco3)c(=O)c3ccccc32)cc1
    -4, 4, -9, 4, 6[fluorescence artefact?], 3, -1, 0.4, -3
CC(=O)CC(=O)Nc1ncc(C(F)(F)F)cc1Cl
    -3, -8, 33, 1, -8, 3, -6, 1.7, -11
O=C1CCCC2=C1C(c1ccccc1)CC(=O)N2c1ccccc1 (centres undefined)
    8, -16, 3, 1, -2, 4, -4, -0.4, 21
O=C(NCCc1ccccc1)C1CC(=O)N(C2CCCCCC2)C1 (centres undefined)
    -20, -11, -3, 0, -6, 12, -10, 1.7, 3
Cc1nc2nc(-c3cccnc3)nn2c(C)c1Cl
    -9, 10, 1, -2, -2, 0, -7, -0.3, -5
Cc1[nH][nH]c(=O)c1C(c1c(C)[nH][nH]c1=O)c1cn(Cc2ccccc2Cl)c2ccccc12
    27, -1, -4, -7, -8, -6, -13, 0.2, -7
O=C(c1cccc([N+](=O)[O-])c1)N1CCCC(C(=O)N2CCCCC2)C1 (centres undefined)
    -11, -11, 15, 1, -9, 1, -14, -0.3, -10
COc1ccc(OCC(O)CNC(=O)Nc2cc(F)ccc2C)cc1 (centres undefined)
    -10, 7, 5, -1, -6, 2, -9, 2.2, -2
Cc1ccc(C)c2[nH]c(=O)c(CN(Cc3ccc4c(c3)OCO4)Cc3nnnn3Cc3ccco3)cc12
    -1, -13, 3, 9, -1, 15, -40, -0.3, 4
COc1ccc(-n2c(SCc3ccc([N+](=O)[O-])cc3)nnc2-c2ccccc2)cc1
    -6, 1, 0, 4, 7, 5, 4, -0.2, -4
COC(=O)c1ccc(N2C(=O)Nc3ccccc3N2O)cc1
    -14, -5, -4, 2, -11, -1, -4, 1.3, -2
CCc1nc(N)c(C#N)c(-c2ccc(OC)c(OC)c2)c1C
    -13, -9, 1, 0, 19, 2, -18, -0.3, -10
Cc1csc2ncnc(NCCc3ccccn3)c12
    -6, -25, 17, 0, -14, 0, 6, -0.4, -3
O=C(CN1C(=O)CNC1=O)Nc1cccc(C(F)(F)F)c1
    -17, -12, 0, 3, -12, -1, -13, -0.1, 2
CCOC(=O)C1(CC2CCCCO2)CCN(C(=O)NCc2ccccc2)CC1 (centres undefined)
    -4, -7, -2, 0, -8, 3, 6, 0.2, -1
CC(C)Cc1ccc(S(=O)(=O)N2CCN(C(=O)c3ccco3)CC2)cc1
    -4, -2, 1, -6, -3, 0, -15, -0.2, -3
CCC1=NN(C(=O)Cc2ccc([N+](=O)[O-])cc2)C(O)(C(C)(C)C)C1 (centres undefined)
    -2, -1, 28, 2, -9, -2, -4, -0.8, 2
Cc1cc(C)nc(/N=C(\N)N2CCCCCC2)n1
    -5, -6, 0, 0, -1, -4, -16, -0.3, -5
CCC(=NC1CC(C)(C)NC(C)(C)C1)C1=C(O)CC(C)(C)CC1=O
    -33, x, 2, 2, -13[fluorescence artefact?], 1, -5, 1.7, 4
O=C(CSc1nc2ccccc2[nH]1)NCc1ccco1
    -1, 0, 3, -1, 3, -1, -2, 0.0, 4
Cc1nc(NC(=O)/C=C/c2ccccc2)sc1C(=O)Nc1ccc(Cl)cc1
    9, -28, 3, -2, 4, -3, -6, 0.2, -17
CC(=O)c1c(C(C)=O)c(C)n(-c2ccc(N)c(C)c2)c1C
    -4, -10, 4, 26, 2, 0, -1, -0.2, -9
Cc1cc(Cl)ccc1OCCCC(=O)NCC1CCCO1 (centres undefined)
    -20, 12, 1, 0, -14, 0, -8, 0.2, 2
CCc1ccc(/C=C2\Oc3c(ccc(O)c3CN3CCN(C)CC3)C2=O)cc1
    -35, -9, -18, -10, 3, 81*, -2, 0.5, -30
O=C(/C(=C/O)N=Nc1ccc(Cl)cc1)c1ccncc1
    -1, -1, 16, x, 1[fluorescence artefact?], -3, -10, -0.1, -16
CC1(C)CC(NC(=O)c2cccc3ccccc23)CC(C)(C)N1
    -9, -8, -2, 2, 6, 0, 3, 0.9, -5
OCCN1CCN(CC(O)COc2ccc(C34CC5CC(CC(C5)C3)C4)cc2)CC1 (centres undefined)
    -6, -22, 13, -2, 16, 0, -6, -2.5, 7
CCCC(NC(=S)NCC1CCCO1)C12CC3CC(CC(C3)C1)C2 (centres undefined)
    7, -8, 23, -3, 7, 3, -2, -0.3, 3
CCOC(=O)C1=C(N)n2c(s/c(=C/c3ccccc3)c2=O)=C(C(=O)OCC)C1c1ccccc1 (centres undefined)
    -35, -6, 1, -4, 4, -13, -13, 0.0, -3
Cc1cc(C)n(C(=O)Cn2nc([N+](=O)[O-])cc2C)n1
    -13, 2, 17, 0, -1, 0, 0, 1.7, -1
Cc1ccc(C(=O)NC2CCS(=O)(=O)C2)cc1S(=O)(=O)N1CCCCC1 (centres undefined)
    -10, -2, 5, -2, 8, -4, -12, -0.1, -1
Cn1cc([N+](=O)[O-])c(C(=O)NNC(=O)c2ccc([N+](=O)[O-])cc2)n1
    -3, 15, 31, -6, 2, -3, -6, 0.7, -9
COc1ccc(CCn2c(=O)[nH]c3cc(C(=O)N4CCN(c5ccccc5)CC4)ccc3c2=O)cc1OC
    -9, -12, -7, -2, -19, -2, 2, 0.8, 1
CC(C)(C)n1nnnc1C(c1ccncc1)N1CCCCCC1 (centres undefined)
    -26, -19, 2, 3, -3, 1, -8, 0.5, -2
COc1ccc(C)cc1-n1c(-c2ccncc2)n[nH]c1=S
    -16, -18, 6, 10, 3, 2, 4, 0.2, -13
O=C(CC1S/C(=N/N=C/c2ccco2)NC1=O)Nc1cccc(Cl)c1Cl (centres undefined)
    -9, -8, 42, 0, -3, -2, -11, 3.3, -23

Other entries:
The line under a structure holds: EBV gp42 inh, Mdm2 ligase inh, Hck Nef HTS, Runt-CBFb FRET, 14-3-3 Bad inh, Runt-SMMHC FRET, NCF1 inh, L929 necroptosis, TbHK1 inh
Cn1nnnc1SCc1nc2ccccc2s1
    -6, -22, -1, 3, -1, 4, -9, -0.3, 7
Cc1nnc(-c2cnn(-c3ccccc3)c2N)n1Cc1ccc(F)cc1
    -20, -14, 0, 3, -4, -4, -6, -0.1, 1
CCOc1ccc(S(=O)(=O)Nc2ccccc2SC)cc1
    -10, -15, 1, -3, -4, 0, -4, -0.2, -4
Cc1ccc(NC(=O)C2C(c3ccccc3)C=CC(c3ccccc3)C2C(=O)O)cc1 (centres undefined)
    -2, 1, 1, 1, 10, 1, -15, -0.3, 5
Cc1cc(OCCn2ccnc2)ccc1C(C)C
    -26, -6, 5, -2, 17[fluorescence artefact?], -2, 11, 0.1, 25
Fc1ccccc1C1CCN(Cc2nc(COc3ccccc3)no2)C1 (centres undefined)
    -14, 5, 1, 0, -10, 2, -20, 0.3, -4
COc1cccc(OCCn2cccc2/C=C2/C(=N)N3OC(C)=CC3=NC2=O)c1
    4, 7, 6, -2, -5, 1, -61, -0.9, -6
COc1cccc(-n2nnnc2SCC(=O)Nc2nc3c(s2)CCCC3)c1
    -2, 6, 9, 0, -11[fluorescence artefact?], 8, -30, 0.4, 4
NC(=O)c1ccccc1N/C=C/C(=O)c1ccc(F)cc1
    -21, -70, 6, 2, -3, 1, -8, -0.4, -15

Laid out differently: results already given.
mol	EBV gp42 inh	Mdm2 ligase inh	Hck Nef HTS	Runt-CBFb FRET	14-3-3 Bad inh	Runt-SMMHC FRET	NCF1 inh	L929 necroptosis	TbHK1 inh
COc1cccc(OCCn2cccc2/C=C2/C(=N)N3OC(C)=CC3=NC2=O)c1	4	7	6	-2	-5	1	-61	-0.9	-6
Cn1nnnc1SCc1nc2ccccc2s1	-6	-22	-1	3	-1	4	-9	-0.3	7
